IDE act: IDE (human) activation, cell-based; HEK cells, FAbeta-B cleavage, fluorescence polarization; 0% vehicle, 100% cell-free pure enzyme wells; activation, % at 5.96 µM; 340,000 tested, 0.073% active; AID 493087; P14735;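 active = activation above the mean of all tested compounds plus 3 SD, set per screening campaign, cut at about 17% in these data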
Target sequence (P14735 whole entry, looked up): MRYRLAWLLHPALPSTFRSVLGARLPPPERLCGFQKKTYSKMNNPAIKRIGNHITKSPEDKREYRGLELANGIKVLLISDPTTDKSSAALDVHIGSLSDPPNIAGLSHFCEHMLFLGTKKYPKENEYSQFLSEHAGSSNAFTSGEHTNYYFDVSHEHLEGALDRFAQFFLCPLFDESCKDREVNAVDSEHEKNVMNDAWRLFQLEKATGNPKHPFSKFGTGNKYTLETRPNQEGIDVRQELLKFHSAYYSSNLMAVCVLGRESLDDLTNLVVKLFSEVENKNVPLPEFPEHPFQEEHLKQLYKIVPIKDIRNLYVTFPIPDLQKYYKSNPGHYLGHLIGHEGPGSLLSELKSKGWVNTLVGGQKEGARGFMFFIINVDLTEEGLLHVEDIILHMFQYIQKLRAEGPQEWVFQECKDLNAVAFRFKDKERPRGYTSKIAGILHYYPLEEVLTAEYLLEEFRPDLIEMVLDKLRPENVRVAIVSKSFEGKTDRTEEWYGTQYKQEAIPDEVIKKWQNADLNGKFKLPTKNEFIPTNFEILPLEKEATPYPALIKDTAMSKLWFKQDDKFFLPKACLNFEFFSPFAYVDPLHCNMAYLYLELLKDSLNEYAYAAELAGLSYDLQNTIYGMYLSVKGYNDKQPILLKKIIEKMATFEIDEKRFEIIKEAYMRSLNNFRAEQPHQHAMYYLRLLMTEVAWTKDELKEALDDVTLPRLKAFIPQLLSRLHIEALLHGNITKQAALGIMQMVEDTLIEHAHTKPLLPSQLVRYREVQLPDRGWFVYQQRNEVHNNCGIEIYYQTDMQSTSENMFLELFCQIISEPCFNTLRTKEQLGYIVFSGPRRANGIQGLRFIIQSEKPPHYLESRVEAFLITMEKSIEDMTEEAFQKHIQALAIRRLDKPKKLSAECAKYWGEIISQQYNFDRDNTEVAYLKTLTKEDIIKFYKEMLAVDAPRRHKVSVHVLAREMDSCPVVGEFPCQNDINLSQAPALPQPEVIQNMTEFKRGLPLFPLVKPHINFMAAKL
PHOSPHO1 inh: PHOSPHO1 (human) inhibition | Q8TCT1 | recombinant PHOSPHO1, absorbance phosphatase assay | inhibition, % at 13.3 µM | 290,000 tested, 1.1% active; in the data active = inhibition above about 60%
VIM-2 inh: inhibitors of Pseudomonas aeruginosa VIM-2 metallo-beta-lactamase; purified VIM-2, nitrocefin hydrolysis, epi-absorbance fluorescence; inhibition, % at 5.6 µM; 290,000 tested, 0.89% active; AID 1527;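 active = inhibition above the mean of all tested compounds plus 3 SD, cutoff set per screening run, cut at about 7.5% in these data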;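 note: red hydrolysis product quenches plate fluorescence so inhibitors raise well fluorescence; 0% = enzyme with DMSO and 100% = DMSO without enzyme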
IDE inh: cellular human IDE inhibition | P14735 | HEK cells, FAbetaB cleavage, fluorescence polarization | inhibition, % at 5.59 µM | 320,000 tested, 0.41% active | AID 434962;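 active = percent inhibition above the average of all tested compounds plus 3 SD, set per screening campaign, cut at about 16% in these data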;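 note: IDE supplied by intact live HEK cells; FP after avidin binding of uncleaved biotin substrate so inhibition keeps polarization high; 0% = DMSO wells and 100% = 60 µM reference IDE inhibitor Ii1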
PfM18AAP inh: blocks P. falciparum M18 aspartyl aminopeptidase; AID 1822; recombinant PfM18AAP, H-Glu-NHMec fluorogenic cleavage; inhibition, % at 7.35 µM; 290,000 tested, 1.2% active;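 active = inhibition above the campaign mean inhibition over all tested compounds plus 3 SD, cut at about 28% in these data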;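 note: 0% = plate median of test compound wells and 100% = 2 mM ZnCl2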
GPR7 antag: blocks human GPR7 receptor signaling; P48145; GPR7-expressing cells, fluorescence antagonist assay; inhibition, % at 4.4 µM; 290,000 tested, 1.1% active; in the data active = inhibition above about 16%, passing the limit was not always enough;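 note: cells stimulated with the agonist NPW; 0% = agonist with vehicle and 100% = vehicle without agonist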
IMP-1 inh: blocks Pseudomonas aeruginosa IMP-1 metallo-beta-lactamase | purified IMP-1, nitrocefin hydrolysis, epi-absorbance fluorescence | 290,000 tested, 0.45% active | AID 1556 | inhibition, % at 5.6 µM;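 active = inhibition above the mean plus 3 SD of all compounds in the same screening run, cut at about 4.5% in these data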;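 note: 0% = IMP-1 with DMSO and 100% = DMSO wells lacking enzyme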
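assay system = purified recombinant IMP-1 metallo-beta-lactamase enzyme | schedule = 15 min preincubation plus 25 min reaction at 25 °C | signal = Epi-absorbance fluorescence, 480 nm excitation, 530 nm emission | read-out basis = percent inhibition from optical density relative to buffer-blank wells | controls = IMP-1 with DMSO as 0%, enzyme-free DMSO as 100%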
NALP1 yeast inh: blocks the NALP1 inflammasome reconstituted in yeast; S. cerevisiae NALP1/ASC/caspase-1 growth, X-gal OD620, 72 h; inhibition, % at 10 µM; 280,000 tested, 0.61% active; AID 2071; in the data active = inhibition mostly above about 24%, no sharp cut-off; inactive = mostly below about 32%; note: some compounds called inactive have numbers as strong as hits
pCIP destab: compounds decreasing mouse p/CIP protein stability. Q05BA5. F442A p/CIP-EGFP cells, EGFP fluorescence, 16 h. decrease of EGFP signal, % at 10 µM. 290,000 tested, 0.01% active. AID 1984;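 active = EGFP signal decrease of at least 30% at 10 µM or well 3 SD below plate mean, unless failing retest; inactive = the rest, including hits failing retest or dose response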; note: some compounds called inactive have numbers as strong as hits; many of its hits are not listed in these tables
The depositor's hits bear a star; / = not tested or not shown.

| canonical_smiles | IDE inh | IDE act | pCIP destab | VIM-2 inh | PHOSPHO1 inh | PfM18AAP inh | NALP1 yeast inh | GPR7 antag | IMP-1 inh |
| --- | --- | --- | --- | --- | --- | --- | --- | --- | --- |
| C(=N\N1CCN(Cc2ccccc2)CC1)/c1ccc(-c2ccccc2)cc1 | 4 | 1 | 6 | -1.4 | 8 | -3 | -9 | 5 | -1.6 |
| N#C/C(=C/c1ccc(N2CCOCC2)o1)c1ccc(Cl)cc1 | 14 | -48 | -4 | 1.5 | 9 | 5 | -2 | -1 | -0.3 |
| COc1ccc(CC(=O)Nc2ccc(C(C)=O)cc2)cc1 | -7 | 3 | 4 | 1.9 | 3 | -4 | 10 | 25* | 8.0* |
| COc1ccccc1/C=C1\SC(=S)N(CCC(=O)N2CCN(C)CC2)C1=O | 1 | 3 | -14 | 0.4 | 35 | 5 | 2 | 1 | -0.5 |
| CC(C)n1c(SCC(=O)N2c3ccccc3CCc3ccccc32)nc2c1c(=O)n(C)c(=O)n2C | / | / | / | -2.0 | / | -3 | / | 4 | -0.4 |
| COc1ccc(CN2CCN(C(C)C(=O)N(C)Cc3cccc(F)c3)CC2)cc1OC (stereo not drawn) | 3 | 3 | -11 | -3.3 | 2 | 2 | 8 | -6 | -0.7 |
| Cc1sc2ccc3sccc3c2[n+]1C | 20* | -23 | -4 | -4.5 | 25 | 30* | 5 | 5 | -2.9 |
| CCN(CC)S(=O)(=O)c1ccc(NC(=O)COc2c(OC)cccc2OC)cc1 | 3 | 2 | -5 | -2.6 | 7 | -13 | 6 | -11 | -3.7 |
| O=C(Nc1ccc(Cc2ccncc2)cc1)C1CCC(N2C(=O)C3CC=CCC3C2=O)CC1 (stereo not drawn) | 2 | -2 | 4 | -3.7 | -22 | -3 | 0 | -4 | -4.3 |
| COc1ccc(-c2csc(NC(=O)Cn3nc(C)cc3C)n2)cc1 | 10 | -2 | -16 | -2.4 | 41 | 0 | 11 | 4 | -3.9 |
| CCN(CC)CCN(C(=O)c1ccc(S(=O)(=O)N(C)C2CCCCC2)cc1)c1nc2ccc(OC)cc2s1 | 2 | 4 | -16 | -2.2 | 18 | 6 | 10 | -10 | -0.9 |
| Cc1cccc(NC(=S)NC(=O)CC2CC(C)(C)OC2=O)c1 (stereo not drawn) | -7 | -2 | 4 | -4.8 | 44 | -5 | -12 | -7 | -6.9 |
| CCOC(=O)N1CCN(C(=O)CCSCCc2ccncc2)CC1 | 4 | 4 | 2 | -0.6 | 33 | -1 | -7 | 9 | -1.1 |
| COc1ccc2c(c1)CCc1c(C(=O)Nc3ccn(Cc4ccc(C)cc4)n3)noc1-2 | 2 | -1 | -3 | -3.1 | 0 | -1 | 2 | -14 | -1.2 |
| CN(C(=O)CSc1nc2cc([N+](=O)[O-])ccc2n1-c1ccc(F)cc1)C1CCS(=O)(=O)C1 (stereo not drawn) | 1 | 2 | -4 | -3.5 | -14 | 6 | 5 | -3 | -3.3 |
| CCc1nnc(NC(=O)C2CCN(S(=O)(=O)Cc3ccccc3)CC2)s1 | 2 | 2 | -7 | 0.4 | -3 | -2 | 26 | -13 | -3.6 |
| COc1ccc(CNC(=O)C2CCCN(c3nn4c(=O)cc(C)nc4s3)C2)cc1 (stereo not drawn) | 1 | 0 | -14 | -1.8 | 6 | -1 | 0 | -7 | -0.8 |
| COc1ccc(-c2csc(Nc3ccccc3)[n+]2Cc2ccccc2)cc1 | 5 | 1 | -5 | -4.1 | -8 | 5 | 8 | -1 | -1.8 |
| COc1ccc(CCNC(=O)C(=O)NCc2ccc(C)cc2)cc1OC | -2 | 6 | -3 | -3.9 | -3 | -1 | 36 | -4 | -2.9 |
| COc1cccc(/C=N/n2c(SC)nnc2-c2ccccc2)c1O | 25* | -34 | -3 | 1.8 | -1 | 3 | -39 | 10 | -2.8 |
| Cc1ccccc1NC(=S)N(Cc1ccccn1)Cc1ccccc1Cl | 4 | 3 | 0 | -2.6 | 5 | 4 | 13 | -9 | -3.5 |
| Cc1cc(C)cc(Oc2nc(C(F)(F)F)nc3ccccc23)c1 | 3 | 4 | -8 | -2.9 | 22 | -9 | 24 | -9 | -5.1 |
| COCCn1c(=S)[nH]c2cc(C(=O)N(CCO)Cc3ccccc3)ccc2c1=O | -5 | 0 | -1 | -2.3 | 18 | 4 | -29 | -1 | -6.6 |
| O=C(Nc1ccccc1-c1ccccc1)C1CCCN(c2ncccn2)C1 (stereo not drawn) | 3 | 3 | -5 | -0.9 | 16 | -12 | 20 | -3 | 1.4 |
| COC(=O)c1ccc(N2C(=O)CC(N(C)CCc3ccc(OC)c(OC)c3)C2=O)cc1 (stereo not drawn) | 5 | 2 | -14 | -5.9 | 23 | -10 | 3 | -6 | -4.0 |
| Cc1ccc(CCNC(=O)C2CCCN(S(=O)(=O)c3c(C)noc3/C=C/N(C)C)C2)cc1 (stereo not drawn) | 0 | -1 | -6 | -1.7 | 5 | 3 | -12 | -8 | -4.5 |
| Cc1cnn(-c2cc(N/N=C/c3ccccc3Cl)ncn2)c1 | 4 | 1 | -1 | -1.0 | -9 | 1 | -12 | -14 | -2.5 |
| COc1cc(-n2c(=O)c3ccccc3n(Cc3cccc(C)c3)c2=O)cc(OC)c1OC | -2 | 1 | 0 | -0.7 | 2 | 9 | 4 | -13 | -1.6 |
| O=C(Cc1ccccc1)NC(c1ccco1)c1c(O)ccc2ccccc12 (stereo not drawn) | 1 | 5 | 1 | 0.9 | 17 | -5 | 11 | -8 | -1.3 |
| COc1ccc(S(=O)(=O)Nc2c(C)cc(C)cc2C)c2cccnc12 | 7 | 0 | -6 | -2.9 | 31 | 3 | 12 | -8 | -2.8 |

Additional results follow:
| canonical_smiles | IDE inh | IDE act | pCIP destab | VIM-2 inh | PHOSPHO1 inh | PfM18AAP inh | NALP1 yeast inh | GPR7 antag | IMP-1 inh |
| --- | --- | --- | --- | --- | --- | --- | --- | --- | --- |
| CCN(CC)C(=O)c1ccc(Nc2nnc(-c3ccc(O)cc3)c3ccccc23)cc1 | -1 | 1 | -16 | 6.0 | / | 5 | 6 | 6 | 0.8 |
| O=C(CN(Cc1ccco1)C(=O)c1ccccc1)Nc1ccc(Cl)c(Cl)c1 | -5 | 1 | -2 | -3.4 | 32 | -2 | 4 | -1 | -1.8 |
| O=C1CCC(=O)N1CC(=O)N1c2ccccc2Sc2ccccc21 | 0 | -1 | -13 | -5.6 | -13 | 1 | 1 | 4 | -2.3 |
| Cn1nccc1C(=O)N/N=C/c1c(O)ccc2ccccc12 | 16* | -17 | -2 | -6.3 | 29 | 28* | 2 | 3 | -3.8 |
| COc1ccc(S(=O)(=O)N2CCCCC2)cc1NC(=O)Cc1c[nH]c2ccccc12 | 4 | 0 | 1 | -3.0 | -2 | -1 | 17 | -12 | -1.5 |
| Cc1cc(OCc2cc(C(=O)NCC3(C)COC3)no2)cc(C)c1Cl | 14 | -6 | -6 | -1.9 | 8 | -1 | 10 | -12 | -1.9 |
| O=[N+]([O-])c1cc(C(F)(F)F)ccc1N1CCCC(O)C1 (stereo not drawn) | 1 | 5 | -2 | -3.2 | -40 | 3 | 3 | -1 | -3.7 |
| CC1(C)CC(=O)C(C=Nc2cc(C(=O)c3ccccc3)ccc2N)=C(O)C1 | 0 | -4 | -15 | -0.1 | -49 | -6 | 19 | 3 | -1.8 |
| Cc1nn(-c2ccccc2)c(C)c1/C=C/C(=O)OCC(=O)Nc1ncc(Cl)cc1Cl | 10 | 5 | -1 | -4.7 | -19 | 1 | 25 | 11 | -3.6 |
| O=C(COc1ccc(Cl)cc1Cl)NCCCn1ccnc1 | 6 | 5 | -4 | -2.0 | -16 | 0 | 8 | -3 | -2.0 |
| CCS(=O)(=O)N1CCN(C(=O)c2ccco2)CC1 | -1 | 0 | -1 | -1.2 | 22 | -7 | 6 | -11 | -3.5 |
| CC(C)(C)NC(=O)C(c1ccc(F)cc1)N(Cc1cccs1)C(=O)c1ccc(CN2CCOCC2)o1 (stereo not drawn) | 4 | 4 | 8 | 0.0 | 20 | -9 | -5 | -5 | -2.0 |
| COc1cccc(NC(=O)CC2C(=O)NC3CCCCC3N2C(=O)c2ccc(F)cc2)c1 (stereo not drawn) | 2 | 0 | -5 | -2.8 | 23 | -12 | -5 | -2 | -3.7 |
| COc1cccc(CNc2cnc3ccccc3c2)c1O | -5 | 4 | -5 | 0.4 | -19 | 16 | 8 | 12 | 0.4 |
| O=C(N/N=C/c1ccc(-c2ccc(Cl)c(C(=O)O)c2)o1)c1cc2c(ccc3ccccc32)o1 | 7 | 1 | -2 | 0.8 | 3 | -5 | / | -2 | 1.0 |
| O=C(Nc1ccc2c(c1)OCCO2)c1ccccc1 | 6 | 3 | -9 | -0.6 | / | 8 | -4 | -20 | -4.0 |
| Cc1[nH]nc2c1C(c1cc(Br)cs1)C(C#N)=C(N)O2 (stereo not drawn) | 5 | -10 | -5 | 1.1 | -8 | 72* | 25 | 2 | -1.8 |
| CCOC(=O)N/N=C/c1ccc(F)cc1F | -1 | 4 | -3 | -2.7 | -2 | 0 | 30 | -1 | -3.2 |
| NC(=O)CSc1nnc(-c2ccccc2)c(-c2ccccc2)n1 | 0 | -1 | -1 | -1.2 | 29 | 7 | -2 | -4 | -1.2 |
| CCC(C)c1ccc(NC(=S)NC(C)C2CCCO2)cc1 (stereo not drawn) | 1 | 2 | 11 | -1.1 | 6 | 3 | -20 | -5 | -2.0 |
| O=C(c1ccccc1)c1nc[nH]c1C(=O)Nc1ccccc1 | 6 | 7 | 2 | -3.3 | 18 | 5 | -11 | -3 | -2.0 |
| COc1cc2ccnc(Cc3cccc(OC)c3OC)c2cc1OC | 2 | 3 | -24 | -1.3 | 24 | -4 | 2 | -11 | -1.4 |
| CCOC(=O)c1c(C)[nH]c(C(=O)COC(=O)c2ccccn2)c1C | 8 | 0 | 5 | -0.3 | 12 | -5 | -6 | -8 | -1.5 |
| CCN(CC)S(=O)(=O)c1cccc(-c2n[nH]c(=S)n2/N=C/c2ccc(OC(F)F)cc2)c1 | -2 | 2 | -1 | -4.5 | -8 | 10 | 13 | -2 | -0.9 |
| COc1ccc(N2CCN(C(=O)CN(C)S(=O)(=O)c3cccs3)CC2)cc1 | 12 | -1 | 4 | 0.3 | 24 | 1 | -1 | 1 | -3.8 |
| CCOc1ccc(CCNC(=O)c2cc3c(s2)CS(=O)(=O)C3)cc1OCC | -1 | -2 | -1 | -0.9 | 38 | 0 | 6 | -13 | -2.5 |
| COc1ccccc1N1CCN(C(CNC(=O)c2ccc3c(c2)OCO3)c2cccnc2)CC1 (stereo not drawn) | 3 | 6 | -7 | -3.4 | 26 | -12 | 14 | -10 | -2.8 |
| CC1Cc2ccccc2N1C(=O)CSc1nnc(-c2ccc(S(=O)(=O)N3CCCC3)cc2)n1C (stereo not drawn) | -1 | 2 | 0 | -1.0 | -2 | -2 | 39 | -4 | -2.8 |
| COc1cccc(C(=O)O/N=C(\C)c2cnccn2)c1 | -5 | -2 | 0 | 0.7 | -6 | 5 | 2 | -11 | -2.0 |
| CCCOC(=O)C1C2C=C[C@]3(CN(CCc4ccccc4)C(=O)[C@H]13)O2 (stereo partly drawn) | 2 | 4 | -1 | -3.1 | 2 | -1 | 15 | -7 | -3.7 |
| COc1cc(CCC(=O)Nc2ncc(C)s2)cc(OC)c1OC | 2 | -1 | -14 | -3.7 | 37 | 4 | 5 | 0 | -4.4 |

The order is random. About 5.3% of those tested had a hit in this group.
